# Screening results from PubChem.
# MITF primary = blocks human microphthalmia-associated transcription factor; 0.91% of 650,000 active; AlphaScreen MITF homodimerization, bead proximity signal; inhibition, % at 2.6 µM; in the data active = inhibition above about 50%;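 also: 0% = vehicle wells with protein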
# Target sequence (O75030 whole entry, looked up): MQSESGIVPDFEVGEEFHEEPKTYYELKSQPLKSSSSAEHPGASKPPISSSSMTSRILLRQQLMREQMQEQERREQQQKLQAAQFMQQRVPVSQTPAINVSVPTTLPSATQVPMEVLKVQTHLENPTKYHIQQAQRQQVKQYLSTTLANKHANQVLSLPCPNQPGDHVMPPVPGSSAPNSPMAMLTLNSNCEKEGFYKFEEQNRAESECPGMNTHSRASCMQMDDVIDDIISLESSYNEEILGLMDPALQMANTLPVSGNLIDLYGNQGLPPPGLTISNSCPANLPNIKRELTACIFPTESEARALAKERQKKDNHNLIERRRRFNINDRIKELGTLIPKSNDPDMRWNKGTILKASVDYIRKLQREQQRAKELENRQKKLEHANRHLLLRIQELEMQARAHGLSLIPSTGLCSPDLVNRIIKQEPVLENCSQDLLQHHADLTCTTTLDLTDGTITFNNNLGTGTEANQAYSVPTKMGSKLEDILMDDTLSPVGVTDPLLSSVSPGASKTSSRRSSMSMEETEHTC
# FBW7 act = activators of human E3 ligase FBW7; Q969H0; AlphaScreen FBW7–phospho-cyclin E peptide binding, activator screen; normalized activity (activation), % at 26.1 µM; 0.13% of 650,000 active; in the data active = normalized activity above about 1.9%;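 also: purified mutant Fbw7 with reduced substrate affinity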
# GPR151 activ = activates the human receptor GPR151; PathHunter beta-arrestin GPR151 cells, luminescence; Q8TDV0; activation, % at 11.2 µM; 1% of 650,000 active; in the data active = activation above about 4.9%;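 also: 0% = median of compound wells and 100% = cells with positive control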
# Target sequence (Q8TDV0 whole entry, looked up): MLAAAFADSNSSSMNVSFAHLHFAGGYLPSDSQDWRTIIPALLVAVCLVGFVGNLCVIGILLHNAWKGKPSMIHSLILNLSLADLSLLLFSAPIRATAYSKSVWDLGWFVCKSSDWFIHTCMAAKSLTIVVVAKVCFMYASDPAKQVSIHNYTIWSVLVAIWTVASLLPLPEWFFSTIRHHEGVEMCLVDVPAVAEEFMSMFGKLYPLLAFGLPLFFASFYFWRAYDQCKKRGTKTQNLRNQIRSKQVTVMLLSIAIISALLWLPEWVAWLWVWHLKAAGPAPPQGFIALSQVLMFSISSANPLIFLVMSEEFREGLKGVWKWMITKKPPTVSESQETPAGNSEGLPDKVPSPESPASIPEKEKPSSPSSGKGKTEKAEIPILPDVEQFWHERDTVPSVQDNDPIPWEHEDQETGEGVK
# TEAD-YAP block = TEAD-YAP interaction inhibition. HEK-TIYL cells, TEAD-Gal4/YAP UAS-luciferase luminescence. inhibition, % at 9.12 µM. 1.4% of 640,000 active. AID 1259422; in the data active = inhibition above about 32%;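 also: 0% = median of test compound wells and 100% = reference inhibitor wells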
# The depositor's hits bear a star.
Structure	MITF primary	FBW7 act	GPR151 activ	TEAD-YAP block
CS(=O)(=O)N(CC(=O)Nc1ccccc1Sc1ccccc1)c1ccc(F)cc1	2	-0.3	-0.9	2
COc1cccc2sc(N3CCN(c4nc5c(OC)cccc5s4)CC3)nc12	5	0.0	-0.8	-2
O=C(O)c1cc(OCc2ccccc2)c(OCc2ccccc2)c(OCc2ccccc2)c1	7	0.4	-1.0	5
O=C(Nc1ccc(OC(F)F)c(Cl)c1)Nc1ccc2c(c1)OCO2	3	-0.3	1.0	-20
CC1CN(c2nc3c(c(=O)[nH]2)CCN(Cc2ccc(Br)s2)C3)CC(C)O1 (stereo not drawn)	10	0.1	-1.2	-2
CCc1ccc(NC(=O)c2cc3cccc(OC)c3oc2=O)cc1	19	0.7	-1.1	-22
CCOc1ccc(-c2nc(CSCC(=O)NC3CCCC3)c(C)o2)cc1	5	0.5	-0.1	7
CC(C)c1ccc(C2CC(=O)N3CN(C)CSC3=C2C#N)cc1 (stereo not drawn)	0	0.2	0.7	9
COc1ccc(S(=O)(=O)N(CC(=O)NCCSCc2cccc(Cl)c2)c2ccc(C)cc2)cc1OC	9	0.1	-0.6	8
COc1ccc(S(=O)(=O)n2cnc3cc(C)c(C)cc32)cc1C	-3	-0.2	-1.2	12
Cc1ccc(NC(=O)CCC(=O)NNC(=O)c2ccc(Cl)cc2Cl)c(C)c1	-7	0.2	0.1	0
Cc1cc(NS(=O)(=O)c2ccc(NC(=S)NC(=O)c3ccccc3)cc2)no1	0	0.1	-1.7	-14
CCOc1ccc(NC(=O)Cc2coc3ccc(C)cc23)cc1	4	0.0	-0.7	2
CC1Cc2ccccc2N1C(=O)COc1cccc(Oc2ccccc2)c1 (stereo not drawn)	14	0.1	1.0	-3
N#Cc1ccc(/C=N/NC(=O)c2cc([N+](=O)[O-])ccc2O)cc1	-7	0.0	-6.1	-10
CCC(=O)N1C2CCC1CC(O)(c1nccn1C)C2 (stereo not drawn)	-5	0.4	-0.1	11
CCC(Sc1nc2ccccc2s1)C(=O)Nc1sc2c(c1C#N)CCCC2 (stereo not drawn)	7	0.0	0.9	16
Cc1cc2ccccc2n2c(=O)n(Cc3cccnc3)nc12	7	0.1	-0.2	2
Nc1nc(Nc2ccncn2)nc2c1ncn2-c1ccccc1	-4	4.2*	-0.4	-10
COc1ccccc1C(=O)Oc1ccccc1/C=N/n1c(=O)c(C(C)(C)C)nn2cnnc12	-10	-0.2	1.8	1
Cc1nn(CC(=O)NCCN2CCOCC2)c(C)c1[N+](=O)[O-]	11	-0.2	-1.9	5
CCCCOC(=O)Nc1nc2ccccc2s1	18	1.2	-1.9	-83
COc1cccc(Nc2nc(NCCc3ccccc3)nc3c2cnn3C)c1	-4	-0.1	1.2	17
CCn1c2cc(C)sc2c2cnn(CCCC#N)c(=O)c21	-9	0.1	-0.6	-31
COc1cc([N+](=O)[O-])ccc1N/C=C(\C#N)c1nc(-c2ccccc2)cs1	1	-0.1	-0.2	-3
O=C(NCCN1CCOCC1)c1cc(N2CCC(N3CCOCC3)CC2)nc2ccccc12	-14	0.1	0.0	-3
Cc1ccccc1-n1c(SC(C)C)nc2sc3c(c2c1=O)CCC(C(C)(C)C)C3 (stereo not drawn)	-1	-0.1	-0.2	-8
COc1ccc(/C=C2\C(=O)N(c3ccccc3)N=C2C)cc1[N+](=O)[O-]	1	-0.2	0.0	1
COc1ccc(N2C(=O)C3C4CCC(C4)C3C2=O)cc1Cl (stereo not drawn)	4	-0.1	2.9	-6
CCCCNC(=O)c1ccc2c(=O)n(CCC)c(=S)[nH]c2c1	-4	-0.1	1.4	5
O=C(Nc1ccccc1)Nc1ccc(Cc2ccncc2)cc1	0	-0.1	0.6	-32
CC1CCCN(C(=O)Nc2cccc3ccccc23)C1 (stereo not drawn)	8	0.0	0.6	5
O=C(CCCn1c(=S)[nH]c2ccccc2c1=O)NCCCN1CCOCC1	-9	-0.1	0.5	-5
C=CCC(C)(NCCc1ccccc1)c1ccco1 (stereo not drawn)	0	0.0	2.1	-5
Cc1cnc(Nc2cccc(N(C)C)c2)nc1NCCCN1CCCC1=O	-7	-0.2	1.3	-11
CCOC(=O)c1c(C)n(-c2ccccc2)c2ccc(OC(=O)c3ccc(Cl)cc3Cl)cc12	8	-0.1	3.8	3
CC1CCN(CCCNC(=O)C2CCC(=O)N2C2CCCC2)CC1 (stereo not drawn)	5	0.4	-3.2	-10
Cc1noc(C)c1CN1CCN(C(=O)c2cc(=O)c3ccccc3o2)CC1	10	0.0	0.8	-4
O=C(Cn1ncc2c1-c1ccccc1OC2)NCCCN1CCC(Cc2ccccc2)CC1	3	0.0	-2.2	0
COC(=O)N1CCN(c2nc3ccccc3s2)CC1	-12	0.1	-0.4	-49
COc1ccc(OCC(=O)N/N=C/c2cccs2)cc1	12	0.6	0.1	12
COc1ccc(OC)c(/C=C/C(=O)Nc2cc(OC)ccc2OC)c1	-4	0.0	-1.1	-19
O=C(CSC1CCS(=O)(=O)C1)c1ccc(-c2ccccc2)cc1 (stereo not drawn)	10	0.0	-0.6	5
COc1ccc(CNC(=O)C(F)(F)C(F)(F)C(=O)NCc2ccc(OC)cc2)cc1	10	0.0	1.5	-12
CCCNC(=O)CSc1nnc2c(n1)[nH]c1ccc(F)cc12	13	0.0	-0.7	-10
CCN(c1ccccc1)S(=O)(=O)c1ccc2c(c1)OCC(=O)N2	-22	-0.2	-0.9	-5
COc1ccc(N(C)C(=O)Cn2c(=O)oc3cc(Cl)ccc32)cc1	4	0.2	-0.3	7
O=C(Nc1ccc(Oc2ccccc2)cc1)c1ccc2c(=O)n(CCc3ccccc3)c(=S)[nH]c2c1	16	0.0	0.3	5

# Ordered by molecular weight (highest first): part of the list above
Structure	MITF primary	FBW7 act	GPR151 activ	TEAD-YAP block
O=C(Cn1ncc2c1-c1ccccc1OC2)NCCCN1CCC(Cc2ccccc2)CC1	3	0.0	-2.2	0
COc1ccc(OCC(=O)N/N=C/c2cccs2)cc1	12	0.6	0.1	12
COC(=O)N1CCN(c2nc3ccccc3s2)CC1	-12	0.1	-0.4	-49

# (list continues)
Structure	MITF primary	FBW7 act	GPR151 activ	TEAD-YAP block
Cc1c(NC(=O)CSc2nnc3c4ccccc4n(CCc4ccccc4)c3n2)c(=O)n(-c2ccccc2)n1C	11	0.1	0.4	47*
COc1cccc(C(=O)N2N=C(CCC(C)C)CC2(O)C(F)(F)F)c1 (stereo not drawn)	-3	0.6	0.9	-2
CS(=O)(=O)N(CC(=O)Nc1ccc2c(c1)OCCO2)c1ccc(Cl)c(Cl)c1	4	0.1	-0.4	-4
O=C(O)c1[nH]c2ccc(Cl)cc2c1CC(=O)N1CCN(C(=O)c2ccco2)CC1	-3	0.2	0.0	-3
Cc1ccc(Nc2nc(Cn3nnc(-c4ccccc4)n3)cs2)cc1	5	0.0	-0.5	-12
CCCCOc1ccc(C2=N/C(=C\c3ccc(OC)c(OC)c3)C(=O)O2)cc1	2	-0.1	0.3	0
CCOC(=O)N1CCC(c2cc(=O)n3[nH]cc(C(=O)OC)c3n2)CC1	10	0.2	-1.2	2
CCOc1ccccc1Nc1cc(C)nc2c(C)cccc12	3	0.2	-0.6	14
Nc1ccc2oc(-c3cccc(Cl)c3Cl)nc2c1	8	0.1	-1.7	5
O=C(CN1CCC(c2nc3ccccc3[nH]2)CC1)Nc1ccc(N2CCCC2)cc1	14	-0.1	0.4	20
Cn1c(=O)c2c(SCCN3CCCCC3)nc(C3CCCC3)nc2n(C)c1=O	-13	-0.3	1.1	2
COc1cccc2cc(C(=O)N3CCC3)c(=O)oc12	-6	0.1	-0.8	-3
O=C(Nc1ccc(F)cc1)c1cnc(N2CCN(c3ncccn3)CC2)c2ccccc12	14	0.1	-1.6	17
CC(=O)N1CCN(C(=O)C2(NC(=O)Nc3ccc(C)cc3)CCCCC2)CC1	1	-0.1	0.2	-21
N/C(=N\OC(=O)CN1C(=O)c2ccccc2C1=O)c1ccc([N+](=O)[O-])cc1	2	0.0	0.0	-2
Cc1ccc(NC(=O)CSc2nnc3[nH]c(=O)c(C)nn23)cc1Cl	7	0.2	2.2	8
COC(=O)CCC(=O)N1CCCC(N2CCN(c3ccc(OC)cc3)CC2)C1 (stereo not drawn)	9	0.0	0.3	-4
CCOc1cccc(CN2CCc3nnc(-c4ccccc4)n3CC2)c1O	0	-0.2	-0.1	2
Cc1cc(-c2ccccc2)nc(SCc2cn3cccnc3n2)n1	-9	0.0	0.4	-19
O=C(CSc1ccc(-c2ccncc2)nn1)Nc1ccccc1F	4	0.0	-2.5	-8
COC(=O)c1ccc(COC(=O)CCC(=O)c2ccc(F)cc2)cc1	-4	0.0	0.2	-25
Cn1cccc1CC(=O)N/N=C\c1ccc(Br)cc1	13	0.1	0.5	-14
O=C(C(c1ccccc1)c1ccccc1)N1CCN(CCCc2ccccc2)CC1	38	-0.2	-0.9	-16
N#C/C(=C\c1cccc(Br)c1)C(=O)Nc1ccc(C(=O)O)cc1	-6	0.0	-0.6	-1
CC(=O)Nc1ccc(/C=C2\SC(=S)N(Cc3ccccc3)C2=O)cc1	0	-0.2	-0.9	-1
COc1ccc(CCNC(=O)CCCn2c(SCC(=O)NCc3ccccc3)nc3ccccc3c2=O)cc1OC	-4	0.7	-0.3	0
CN1CCc2c(sc(NC(=O)c3ccco3)c2-c2nc3ccccc3s2)C1	-12	-0.2	0.5	-2
CCC(C(=O)NCc1cccc(OC)c1)n1nc(C)n2c(cc3sccc32)c1=O (stereo not drawn)	7	0.3	-0.1	-4
Cc1ccc(S(=O)(=O)Nc2cccc(C(=O)c3ccc(C)c(C)c3)c2)cc1	1	-0.2	-1.2	-7
COc1ccc(N2C(=O)C3CC(C)=C(C)CC3C2=O)cc1Cl (stereo not drawn)	12	-0.1	1.1	-3
O=C1ON=C(c2ccccc2)/C1=C/C=C/c1ccco1	38	-0.1	-0.9	-8
COc1ccccc1S(=O)(=O)Cc1ccc(C(=O)NCc2ccc3c(c2)OCO3)o1	19	0.8	-0.3	8
COC(=O)c1nnn(CC(=O)Nc2cccc(OC)c2)c1C(=O)OC	5	0.2	0.3	4
Cc1nonc1NCn1cnc2c1c(=O)n(C)c(=O)n2C	-4	0.1	2.9	8
CN1C(=O)N(Cc2ncc(-c3ccccc3)o2)C(=O)C1(C)C	-4	-0.1	0.7	-12
COC(=O)c1ccccc1NC(=O)CSc1nnc(C23CC4CC(CC(C4)C2)C3)n1C	-5	-0.1	-2.2	-3
CC(C)(C)c1ccc(OCCNC(=O)c2ccccc2O)cc1	-18	-0.1	0.2	-1
O=C(C1CCCC1)N1CCC2(CC1)OCc1cc(-c3ccco3)ccc1O2	4	0.1	-1.4	6
O=C(CSc1nnc(-c2cccnc2)o1)Nc1ccc(Br)cn1	5	0.0	-1.9	-5
Cc1ccnc(N2CCC(C(=O)Nc3cccc(C(F)(F)F)c3)CC2)n1	21	0.0	3.0	7
Cc1ccc(NC(=O)c2sc3cc(Cl)ccc3c2Cl)cc1C	7	0.8	-0.8	3
COc1ccc(NC(=O)Nc2ccc(Br)c(Cl)c2)cc1	0	0.0	-1.9	-50
c1ccc(Cc2nn3c(Cn4nnc5ccccc54)nnc3s2)cc1	8	0.0	1.7	-19
COc1ccc(NC(=S)Nc2ccccc2)cn1	-2	-0.3	3.5	-9
COc1cc(CN2CCN(CCCc3ccccc3)C(CCO)C2)cc(OC)c1O (stereo not drawn)	-25	0.0	-1.5	7
Cc1ccc(NC(=O)/C(=C/c2ccc(Cl)cc2)NC(=O)c2ccco2)cc1	-1	0.5	-1.1	-3
COc1ccc(/C=C2\N=C(C3CCCCC3)OC2=O)c(OC)c1	-2	0.2	-0.1	-15
O=C(NCCNc1ccc(Nc2ccncc2)nn1)c1ccc(F)cc1Cl	8	0.2	1.1	-12

# An excerpt of these results, field by field.
CC(=O)Nc1ccc(/C=C2\SC(=S)N(Cc3ccccc3)C2=O)cc1
  MITF primary = 0
  FBW7 act = -0.2
  GPR151 activ = -0.9
  TEAD-YAP block = -1

COc1ccc(CCNC(=O)CCCn2c(SCC(=O)NCc3ccccc3)nc3ccccc3c2=O)cc1OC
  MITF primary = -4
  FBW7 act = 0.7
  GPR151 activ = -0.3
  TEAD-YAP block = 0

# (more compounds)
Structure	MITF primary	FBW7 act	GPR151 activ	TEAD-YAP block
Cc1ncn(-c2ccc(Nc3ncc4cccc(-c5ncco5)c4n3)cc2)n1	43	0.7	-1.1	70*
NC(=O)C1CCN(C(=O)CCCCn2c(=O)[nH]c3ccccc3c2=O)CC1	0	0.1	0.4	5
Cc1ccccc1S(=O)(=O)Cc1ccc(C(=O)NCCN2CCCC2)o1	2	-0.1	0.6	-8
CCS(=O)(=O)Nc1cccc(N2CCC(NCC3COc4ccccc4O3)CC2)c1 (stereo not drawn)	21	0.1	-0.7	9
CCn1c(C)cc(/C=C/c2oc3ccccc3[n+]2CC)c1C	19	0.1	-2.5	-6
CCOC(=O)N1CCC(NC(=O)CCc2cccc(Oc3ccc(F)cc3)c2)CC1	2	0.1	0.8	13
Cc1ccc(N2C(=O)/C(=C/c3ccc([N+](=O)[O-])cc3)N=C2c2ccccc2)c(C)c1	7	-0.1	-0.7	1
